Screening results as filed in PubChem.
UTI89 phage lysis: inhibition of K1F phage lysis, E. coli UTI89, bacterial capsule biogenesis inhibitors, alamar blue (AID 488966) | E. coli UTI89 K1F phage lysis, alamar blue, 2 h; higher % means a stronger effect | inhibition, % at 100 µM; hits with a dose series show IC50 in µM | 340,000 compounds, 0.02% hits;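 active = phage lysis inhibition, versus mean bacterial control, above a set limit; inconclusive = no clear call, values can overlap the other calls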;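 note: capsule biogenesis inhibitors block K1F phage lysis so surviving cells raise fluorescence; higher fluorescence means more inhibition of phage lysis; actives were called in the ten point dose series up to 300 µM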
Myeloid diff 2: compounds promoting myeloid differentiation; ER-HoxA9 myeloid progenitors, lysozyme-GFP differentiation, flow cytometry; calls only at 10 µM; 360,000 compounds, 1% hits;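 active = normalized GFP-positive differentiation at or above the plate's own cutoff, the solvent-only control mean plus 3 SD; inconclusive = no clear call, values can overlap the other calls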;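 note: cells exposed to compound for four days before flow analysis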
PhoP inhibition: inhibitors of PhoP regulon expression, primary screen, Salmonella Typhimurium, GFP reporter (AID 1863). one-dose inhibition, % at 50 µM; IC50 in µM for titrated hits. 300,000 compounds, 0.16% hits. S. Typhimurium PhoP-regulated promoter GFP reporter, 4 h; higher % means a stronger effect;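 active = inhibition over 29.93%, a cutoff 3 SD above the screen mean, later confirmed by dose response; inconclusive = inhibition over 29.93% but no dose response follow-up; inactive = inhibition at most 29.93% or unconfirmed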;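 note: 0% = low Mg2+ inducing control and 100% = high Mg2+ repressing control; strong numbers were not always called active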
RSV antiviral HEp-2: RSV antiviral activity via CPE protection, HEp-2 cells, primary 10 µM value included (AID 2391); HEp-2 cells, RSV-induced CPE inhibition; higher % means a stronger effect; 310,000 compounds, 0.13% hits; CPE inhibition, % at 10 µM; hits with a dose series show IC50 in µM; in the data active = a potency from the dose series; inconclusive = CPE inhibition mostly from about 23% at the one dose, without a potency; inactive = the rest, 99 in 100 with CPE inhibition below about 21%; note: strong numbers were not always called active
TNAP activation fold: human TNAP enzyme activators, primary screen, biochemical, luminescent, no phosphate acceptor, uHTS (AID 1001). purified TNAP, luminescent activation assay, no phosphate acceptor; higher activation fold means a stronger effect. activation fold at 20 µM, or EC50 in µM where a hit was titrated. 200,000 compounds, 0.03% hits; in the data active = activation fold from about 3, or a potency from the dose series; inactive = the rest, 99 in 100 with activation fold below about 1.6; note: many of its hits are not listed in these tables
MgcRacGAP inhibition: MgcRacGAP GTPase-activating activity inhibitors, confirmation, biochemical, ADP Hunter fluorescence; MgcRacGAP-stimulated Rac1 GTP hydrolysis, ADP Hunter fluorescence; higher % means a stronger effect; GST-tagged Rac1 F28L mutant substrate; inhibition, % at 30 µM; hits with a dose series show IC50 in µM; 340,000 compounds, 0.6% hits;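 active = first-screen hits whose inhibition reached a set limit at any dose in the follow-up dose series; inconclusive = inhibition above the set first-screen limit but never retested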;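 note: fluorescence reports GDP produced by GAP-driven GTP hydrolysis; strong numbers were not always called active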
SV40 large T antigen: TAg ATPase/helicase activity blockers – biochemical (AID 1903). inhibition, % at 20 µM; hits with a dose series show IC50 in µM. SV40 large T antigen ATPase/helicase inhibition assay; higher % means a stronger effect. 310,000 compounds, 0.39% hits; in the data active = a potency from the dose series; inconclusive = inhibition mostly from about 32% at the one dose, without a potency; inactive = the rest, 99 in 100 with inhibition below about 32%; note: strong numbers were not always called active
NTR1 ag: agonists of NTR1, primary screen, imaging, U2OS cells, beta-arrestin-GFP, high content (AID 493036) | 330,000 compounds, 0.17% hits | activation, % at 20 µM | NTR1-U2OS beta-arrestin-GFP spot imaging, agonist mode | P30989;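 active = activation at or above 40% of the spot to cytoplasm intensity ratio, with at least 20 cells analyzed; inconclusive = wells under 20 cells, flagged as cytotoxic or low count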;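 note: 0% = DMSO without peptide and 100% = 100 nM NTR1 peptide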
Target sequence (P30989 whole entry, looked up): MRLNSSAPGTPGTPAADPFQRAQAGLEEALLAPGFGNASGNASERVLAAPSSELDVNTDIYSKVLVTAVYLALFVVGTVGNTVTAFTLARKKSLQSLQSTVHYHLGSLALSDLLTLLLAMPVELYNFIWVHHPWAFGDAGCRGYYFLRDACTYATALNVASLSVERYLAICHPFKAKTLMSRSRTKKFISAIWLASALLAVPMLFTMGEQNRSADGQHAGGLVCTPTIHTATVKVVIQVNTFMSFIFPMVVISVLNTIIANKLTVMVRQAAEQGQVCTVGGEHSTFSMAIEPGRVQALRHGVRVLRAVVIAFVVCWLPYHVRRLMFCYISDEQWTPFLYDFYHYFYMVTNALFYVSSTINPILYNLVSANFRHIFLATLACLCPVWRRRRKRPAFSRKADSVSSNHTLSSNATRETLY
T cell modulator: T cell immune modulation candidate | 2C CD8+ T cell-vesicle binding, flow cytometry; hits give low values | calls only at 7 µM | 330,000 compounds, 0.068% hits | AID 2052;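 active = response, share of CD8 T cells binding vesicles, and their 90th percentile fluorescence all below set limits, cut at about 80% in these data, passing the limit was not always enough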
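Incubation: binding step 1.5 h, 37 °C, antibody labelling 20 min, ice; system: murine 2C transgenic CD8+ T lymphocytes; technique: cytometric PE anti-B7-1 and Alexa647 anti-CD8 signals after 1% paraformaldehyde fixation; also added: QL9-charged Drosophila Ld/ICAM-1/B7-1 vesicles; control set: naked versus QL9-loaded vesicles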
T cell modulator vesicle-bound %: also measured in T cell modulator; calls as there; double positive events, %; measured here: CD8+ vesicle-bound cell fraction;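 binding gate set so that unloaded-vesicle control wells show 10% double positive cells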
NTR1 ag cell count 20 µM: recorded beside NTR1 ag, whose call it bears; cell count; measured here: cell count, cytotoxicity flag
Myeloid diff 2 GFP+ MAC1+ %: also measured in Myeloid diff 2; calls as there; GFP+ MAC1+ double positive, %; measured here: differentiation confirmed by MAC1 staining
* marks the source's active call; other numbers are inactive results; i = inactive; ? = inconclusive; nt = no result given; [ ] = dose if it differs, or a comment.

SMILES,UTI89 phage lysis,Myeloid diff 2,Myeloid diff 2 GFP+ MAC1+ %,PhoP inhibition,RSV antiviral HEp-2,TNAP activation fold,MgcRacGAP inhibition,SV40 large T antigen,NTR1 ag,NTR1 ag cell count 20 µM,T cell modulator,T cell modulator vesicle-bound %
COCCN(Cc1cc2ccccc2[nH]c1=O)C(=O)c1ccccc1OC,1.1%,i,0.7,-12%,1.6%,1,2%,5%,0.1,81,i,57
O=C(CCc1c[nH]c2ccccc12)NC1CC1,1.7%,i,0.9,1%,0.8%,1.1,5%,-2%,0.3,54,i,68
CCOC(=O)Cn1nc(/C=C/c2ccc(OC)cc2)ccc1=O,0.2%,i,0.8,nt,3.6%,nt,3%,nt,-0.5,49,i,37
COc1cc(C(=O)N(Cc2cc3cc(C)ccc3[nH]c2=O)CC2CCCO2)cc(OC)c1OC (stereo not given),1.4%,i,0.9,-3%,1.4%,1.1,6%,14%,-0.4,94,i,26
CCOC(=O)C1CCN(C(=O)C2(NC(=O)NC3CCCCC3)CCCCC2)CC1,0.3%,i,0.4,6%,-2.2%,1.5,10%,1%,1.4,70,i,47
O=C(c1ccc([N+](=O)[O-])cc1)N1CCC(n2nnc3cc(F)ccc32)CC1,-0.4%,i,0.1,4%,0.0%,1,0%,10%,0.4,39,i,13
O=C(CN1C(=O)NC2(CCCCCC2)C1=O)NCc1cccs1,0.2%,i,0.0,-3%,0.8%,1,5%,4%,1.8,99,i,66
Cc1ccc(OCc2nnc(SCC(=O)c3ccccc3)n2-c2ccccc2)cc1,-0.4%,i,2.2,4%,9.2%,1,-7%,3%,11,78,i,42
CCCOc1ccc(C(=O)CCC(=O)OCC(=O)Nc2ccc(OCC)cc2)cc1,nt,nt,nt,3%,-0.8%,nt,nt,4%,-0.3,63,i,18
COc1ccc(OC)c(C(C)NC(=O)Nc2ccccc2)c1 (stereo not given),0.5%,i,0.0,-2%,0.2%,1.1,2%,23%,-1.1,81,i,44
CC(C)=CCC/C(C)=C/C(N)=O,1.2%[50 µM],i,0.3,3%,0.8%,nt,4%,8%,nt,nt,i,36
CCn1c(CNC(=O)COC)nc2ccccc21,-1.9%,i,3.2,-3%,0.8%,1.1,4%,11%,1.5,49,i,19
Cc1ccc(C(=O)NC2CCN(S(=O)(=O)c3ccc(F)cc3)CC2)cc1,0.2%,i,0.5,2%,0.2%,nt,9%,3%,0.8,69,i,6
CCOC(=O)C1CCN(C(=O)c2cccnc2Oc2ccccc2)CC1,0.3%,i,0.7,2%,1.0%,nt,1%,2%,-0.1,51,i,20
Cc1csc(NC(=S)NC(=O)c2ccccc2)n1,0.3%,nt,nt,-4%,1.7%,nt,6%,5%,-0.9,55,i,39
CCOC(=O)c1cc(-c2ccccc2)n[nH]1,0.7%,i,1.7,-5%,nt,nt,4%,15%,-0.4,37,i,28
CCc1nnc(NC(=O)CSc2nnc(-c3cc4ccccc4cc3O)n2CC)s1,-0.5%,i,1.7,-6%,1.9%,1,12%,12%,2.1,91,i,39
Nc1ccccc1C(=O)NC1CCCNC1=O (stereo not given),nt,i,0.7,nt,1.0%,nt,nt,11%,-0.8,55,i,38
O=C(Cc1nc2ccccc2[nH]1)c1cccc([N+](=O)[O-])c1,0.4%,i,0.6,-11%,8.9%,nt,9%,10%,4.1,60,i,14
Cc1ccc(NC(=O)CN2C(=O)NC(C)(C3CC3)C2=O)c(C)c1 (stereo not given),1.9%[50 µM],i,0.2,nt,2.2%,nt,2%,nt,-1.9,52,i,35
COc1cccc(N2CC(C(=O)Nc3nnc(SCC(=O)N4CCOCC4)s3)CC2=O)c1 (stereo not given),0.9%[50 µM],i,0.7,-3%,1.3%,nt,8%,26%,0.7,59,i,35
COc1ccc(S(=O)(=O)N2CCNC(=O)C2)cc1Br,1.0%,i,0.6,0%,1.1%,1.2,3%,2%,1.2,52,i,35
O=C(CSc1ccc(S(=O)(=O)N2CCOCC2)cn1)Nc1ccc(OC(F)F)cc1,0.8%[50 µM],i,0.8,nt,nt,nt,7%,nt,-1.2,18,i,39
CCOC(=O)c1[nH]c2ccccc2c1NC(=O)C(C)(C)C,0.2%,i,2.2,33%,0.8%,1.1,5%,-3%,1.6,91,i,38
CC(C)N(C(=O)Cn1cc(SCC(N)=O)c2ccccc21)C(C)C,0.1%,i,0.3,2%,-0.6%,1.1,3%,6%,-1.0,68,i,56
Cn1c(-c2cccc([N+](=O)[O-])c2)cnc1NCc1ccc(C#N)cc1,-0.8%,i,0.2,-6%,1.4%,1.1,?,8%,0.3,31,i,34
Cc1cccc(N(Cc2ccccc2)C(=O)c2ccc(S(C)(=O)=O)cc2)c1,-0.2%,i,0.7,6%,0.8%,nt,10%,-2%,0.1,56,i,55
CC1(C)CC(=O)/C(=C(\O)c2ccccc2)C(=NCCO)C1,-0.1%,i,0.7,-7%,0.7%,1.1,2%,9%,1.5,76,i,18
NC(=O)[C@@H]1CCCN1C(=O)[C@@H](Cc1cnc[nH]1)NC(=O)[C@@H]1CCC(=O)N1,0.6%[50 µM],i,0.2,nt,-0.2%,nt,0%,nt,-0.5,66,i,24
CC(=O)OCC(OC(C)=O)C(OC(C)=O)C(OC(C)=O)C(=O)Nc1ccccc1 (stereo not given),-3.8%,i,0.4,-9%,-1.9%,1,0%,-3%,1.8,46,i,55
CCOc1ccc2oc(C(=O)N3CCN(Cc4ccccc4)CC3)c(C)c2c1,0.2%,i,0.0,1%,14%,nt,6%,16%,4.3,43,i,21
CN(Cc1ccc(F)cc1)C(=O)c1sccc1-c1ccccc1,-0.1%,i,0.5,2%,0.4%,nt,11%,22%,0.7,54,i,2
O=C(c1ccccc1F)N1CCN(c2ccccn2)CC1,0.4%,i,0.8,-1%,1.0%,nt,9%,14%,-1.6,63,i,59
CN(C)CCCN(C(=O)c1ccc(C(=O)c2ccccc2)cc1)c1nc2cc3c(cc2s1)OCCO3,1.6%[50 µM],i,0.7,3%,1.2%,nt,1%,9%,8.6,58,i,27
O=C(Nc1cccnc1Cl)c1cc(-c2ccc(O)cc2)on1,-0.2%,i,2.1,2%,0.9%,nt,6%,5%,0.1,55,i,27
CC(C)CC(=O)NC(=S)Nc1ccc(S(=O)(=O)Nc2nccs2)cc1,7.4%,i,0.6,1%,3.1%,1.1,8%,5%,-1.7,47,i,40
O=C(OCC(=O)c1ccc(Cl)s1)c1ccc(CO)cc1,1.3%[50 µM],i,0.8,-3%,-1.5%,nt,2%,2%,0.5,96,i,18
Cc1ccc(NC(=O)c2ccc(Cl)c(S(=O)(=O)NCc3ccco3)c2)c(O)c1,-0.9%,i,1.3,nt,nt,nt,-4%,nt,-0.5,50,i,22
CCN(CC(=O)Nc1ccccc1C(F)(F)F)C(=O)CN1C(=O)NC2(CCCCC2)C1=O,1.4%[50 µM],i,0.6,-6%,-1.3%,nt,0%,4%,-0.4,64,i,12
O=C(c1ccccc1F)N1CCN(c2ccccc2)CC1,2.0%,i,7.3,-3%,0.5%,1.1,8%,1%,-1.5,53,i,29
CCOc1ccc(S(=O)(=O)NCCC(=O)N(CC)CC(=O)Nc2c(F)cccc2F)cc1,1.2%[50 µM],i,1.2,0%,1.2%,nt,7%,6%,1.6,72,i,54
COc1ccc(OCc2nnc(SCC(=O)N3CCOCC3)o2)cc1,0.2%,i,0.3,7%,-0.3%,1.1,5%,0%,-2.0,85,i,44
COc1cccc(-c2cc(C(=O)N3CCN(C(=O)c4ccco4)CC3)[nH]n2)c1,0.6%,i,1.1,-2%,0.9%,nt,11%,4%,-0.3,57,i,1
COc1ccc(C2(C)NC(=O)N(CC(=O)Nc3ccc4c(c3)OCO4)C2=O)cc1OC (stereo not given),0.0%,i,1.3,-3%,0.9%,1.1,12%,14%,-1.1,47,i,21
O=C(c1ccc(S(=O)(=O)N2CCCCCC2)cc1)N(c1ccccn1)C1CCCCC1,-1.1%,i,0.9,4%,0.2%,1.1,6%,-2%,4.0,43,i,54
COc1cc2c(cc1NC(=O)Cc1ccc(C)cc1)oc1ccccc12,0.3%,i,0.1,3%,7.5%,1.2,5%,26%,1.9,77,i,57
COc1cc2c(cc1NC(=O)CCC(=O)O)oc1ccccc12,0.1%,i,0.1,-4%,0.3%,nt,17%,-1%,-0.9,52,i,52
C=C1C(C(=O)Nc2ccc(OCC)cc2)C1C(=O)Nc1ccc(OCC)cc1 (stereo not given),0.2%,i,0.9,-4%,0.1%,1.1,11%,10%,-0.7,83,i,62
CCNC(=O)CCn1nc(-c2ccc(Cl)cc2)c2ccccc2c1=O,-1.2%,i,1.5,0%,1.8%,1,3%,1%,2.8,58,i,13
O=C(CC1C(=O)NCCN1C/C=C/c1ccccc1)NCCc1ccncc1 (stereo not given),0.2%,i,1.0,1%,0.0%,1.2,-1%,1%,0.0,64,i,53
Cc1nnc(SCCn2c(Br)nc3c2c(=O)[nH]c(=O)n3C)s1,0.6%,i,0.7,6%,0.6%,0.9,10%,0%,3.2,47,i,61
O=C(O)CC1c2ccccc2CCN1S(=O)(=O)c1cccs1 (stereo not given),nt,i,0.2,nt,nt,nt,nt,17%,-1.1,64,i,28
C/C=C/c1ccc(OCCCCOc2ccc(OC)cc2)c(OC)c1,4.2%,i,1.2,5%,4.0%,1.3,8%,6%,2.8,59,i,46
S=C(NCc1cccs1)Nc1cccc(Cl)c1Cl,1.4%[50 µM],?,nt,-10%,3.3%,1.1,8%,5%,0.9,70,i,9
